LGR2 inh: Drosophila LGR2 receptor signaling inhibition; HEK293 LGR2, CRE-luciferase, bursicon-stimulated, 4 h; inhibition, % at 9.99 µM; 380,000 tested, 0.35% active; AID 720647;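 active = drop in luminescence signal, shown as inhibition above about 50% in the replicate tests, limit read from the data, passing the limit was not always enough; inconclusive = probably only some replicates passing the limit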;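 also: agonist challenge used bursicon conditioned medium at about half maximal strength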
CASP6 VEID inh: caspase-6 (human) enzyme inhibition | P55212 | purified caspase-6, Z-VEID-R110 cleavage fluorescence | inhibition, % at 12.5 µM | 350,000 tested, 0.53% active | AID 686996;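 active = mean inhibition across replicates at least about 35%, with every replicate also reaching that limit, limit read from the data; inconclusive = only one of the two criteria met; inactive = neither criterion met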;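 also: 0% = median of neutral control wells and 100% = no fluorescence left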
Target sequence (P55212 24-179 limits assumed): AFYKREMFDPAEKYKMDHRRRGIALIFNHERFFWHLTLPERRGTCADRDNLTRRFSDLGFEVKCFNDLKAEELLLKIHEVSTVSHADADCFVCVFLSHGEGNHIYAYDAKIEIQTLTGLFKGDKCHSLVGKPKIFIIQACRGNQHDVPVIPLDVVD
Target sequence (P55212 194-293 limits assumed): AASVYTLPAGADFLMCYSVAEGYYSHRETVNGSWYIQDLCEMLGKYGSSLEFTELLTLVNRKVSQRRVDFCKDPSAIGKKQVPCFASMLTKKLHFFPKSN
ARNT TACC3 PPI: disrupts binding between human ARNT and TACC3; Q9Y6A5; AlphaScreen His-ARNT PAS-B/GST-TACC3 binding, luminescence; TACC3 fragment carries E629A point mutation; inhibition, % at 9.99 µM; 390,000 tested, 0.66% active;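 active = mean inhibition of replicates at least 50% and at least half of replicates each reaching 50%; inconclusive = half or more replicates reach 50% but mean below 50%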;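 also: 0% = complete ARNT plus TACC3 wells and 100% = ARNT alone without TACC3; many hits fall short of the cut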
EWS-Fli block: inhibitors of EWS/Fli oncoprotein transcriptional activity; A673 NR0B1-luciferase reporter, viability-normalised; inhibition, % at 12.6 µM; 350,000 tested, 0.67% active; AID 651661;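 active = mean inhibition of at least 50% after viability correction, with every replicate also passing that limit; inconclusive = mean reaches 50% but only one of two replicates passes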;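 also: firefly luciferase signal divided by Alamar Blue viability fluorescence both relative to DMSO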
PAX8 inh HTS: PAX8 transcriptional activity inhibition | RMG-I TPO-luciferase reporter, SteadyGlo, 24 h | inhibition, % at 12.6 µM | 360,000 tested, 1.2% active;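 active = mean replicate inhibition at least 60% with every replicate also reaching 60%; inconclusive = only one of the two criteria is met; inactive = mean below 60% and not all replicates reaching 60%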;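 also: luciferase light reporting Pax8 driven TPO promoter activity; plate controls were median of neutral control wells for no effect and mitoxantrone controls for full effect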
SIRT5 block: blocks human SIRT5 desuccinylation of peptide | Q9NXA8 | AID 652115 | inhibition, % at 15 µM | 330,000 tested, 1.1% active | Purified SirT5, succinyl-peptide AMC, trypsin-coupled fluorescence; in the data active = inhibition above about 15%; inconclusive = no clear call, values can overlap the other calls
Target sequence (Q9NXA8 whole entry, looked up): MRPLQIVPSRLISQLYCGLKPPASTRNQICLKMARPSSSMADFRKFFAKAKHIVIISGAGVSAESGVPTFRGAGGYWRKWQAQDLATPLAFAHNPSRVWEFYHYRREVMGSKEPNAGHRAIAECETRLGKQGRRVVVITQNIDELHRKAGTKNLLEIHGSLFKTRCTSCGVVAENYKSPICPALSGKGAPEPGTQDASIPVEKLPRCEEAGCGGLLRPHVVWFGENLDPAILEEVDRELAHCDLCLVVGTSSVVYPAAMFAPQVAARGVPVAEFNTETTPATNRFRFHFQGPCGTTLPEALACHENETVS
DENV2 CPE rescue: inhibitors of DENV2 cytopathic effect; CPE inhibition, % at 9.99 µM; DENV2-infected cells, cytopathic effect rescue, plate reader; 350,000 tested, 1.7% active; AID 651640; in the data active = CPE inhibition above about 20%, passing the limit was not always enough; inconclusive = no clear call, values can overlap the other calls; tested in BHK-21 cells;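 also: 0% = median of neutral control wells and 100% = median of positive control wells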
* = called active by the depositor; ? = inconclusive; . = not tested or not shown.

SMILES	LGR2 inh	CASP6 VEID inh	ARNT TACC3 PPI	EWS-Fli block	PAX8 inh HTS	SIRT5 block	DENV2 CPE rescue
Cc1cc(NC(=O)CSCC(=O)N(C)Cc2ccc(Cl)cc2Cl)no1	-19	-195	-2	-2	-8	-4	5
Cc1ccc(F)c(Cn2cnc3c(cnn3C(C)(C)C)c2=O)c1Cl	-5	-1	-2	16	0	.	-6
COC(=O)C1=C(C)N(c2ccc(Cl)cc2)/C(=C/c2ccc(O)cc2)C1=O	32	2	-2	13	15	-1	-8
COC(=O)Cn1c(C)c(/C=C/c2cc[n+](C)cc2)c2ccccc21	1	-9	8	14	8	5	0
CN1CCN(c2ccc(NC(=O)c3ccccc3)cc2)CC1	-27	.	-4	-66	-64	-4	2
CC(C)(C)C(=O)Nc1ccc(C(=O)COC(=O)C2=COCCO2)cc1	0	1	-4	-6	1	-3	13
CO[C@H]1CN(C)C(=O)c2cc(NS(=O)(=O)c3ccccc3C)ccc2OC[C@H](C)N(C)C[C@@H]1C	-9	0	-2	7	0	-8	3
CSCC[C@H](NC(=O)C1CCN(S(=O)(=O)c2ccc(C)cc2C)CC1)c1nc2ccccc2[nH]1	-6	1	1	9	20	-3	-3
O=C(CSc1nc2ccccc2c2c1CCCC2)N1CCOCC1	-19	1	-4	23	8	1	0
CC1=C(C(=O)Nc2ccccc2)C(c2ccco2)n2ncnc2N1 (configuration not stated)	-1	14	-5	-7	.	-3	-4
O=C(NCc1ccccc1)[C@H]1CCCN1C(=O)[C@H]1CCCN1C(=O)c1cccc(Cl)c1	-6	-2	.	0	-23	.	2
CCCCNC(=O)C1(C)CCN1C(=O)c1c(F)ccc(C)c1F (configuration not stated)	-9	0	.	-7	21	-6	?
COc1ccc2c3n(nc2c1)CCN=C3c1cc(Cl)c(N)c(Cl)c1	10	-2	8	22	7	.	-17
COc1ccc(C#Cc2ccc([C@@H]3[C@@H](CO)N4C(=O)CN(C(=O)c5ccccc5)C[C@H]34)cc2)cc1	11	4	.	-1	-30	3	?
C[C@@H]1CN([C@@H](C)CO)C(=O)c2cc(NC(=O)Nc3ccc(C(F)(F)F)cc3)ccc2O[C@H]1CN(C)C(=O)Nc1ccc(F)cc1	-4	-7	0	7	.	3	13
CC(=O)N1CCn2c3c(c4cc(C)ccc42)CCCC31 (configuration not stated)	-47	0	8	-11	-2	-2	4
Cc1cc(F)cc(C)c1Cn1cnc2c(cnn2C(C)(C)C)c1=O	-8	-1	18	13	-17	.	3
CN(CCOc1ccc(Cl)c(Cl)c1)Cc1ccccc1	-2	-1	-14	2	-18	-1	-2
CCNC(=S)Nc1ccc(C)c(S(=O)(=O)Nc2ccccc2OC)c1	4	4	4	16	12	1	3
COc1ccc2[nH]c(=O)c(CN(CCO)S(=O)(=O)c3ccc(C)cc3)cc2c1	-5	2	-4	6	11	1	-5
O=c1cc(-c2ccccc2)oc2cc(O)ccc12	-81	-4	-2	-72	.	0	-12
C[C@@H]1CN([C@H](C)CO)C(=O)c2cccc(N(C)C)c2O[C@H]1CN(C)S(C)(=O)=O	-5	2	2	0	-11	-1	-3
CCOc1ncccc1C(=O)NCC(c1ccco1)N1CCCCC1 (configuration not stated)	-2	0	0	6	-19	-2	-3
CCc1ccccc1NC(=O)NNC(=O)CCc1ccccc1	-14	4	-5	.	12	-4	-2
CC(C)CC#Cc1cnc2c(c1)C(=O)N([C@@H](C)CO)C[C@H](C)[C@H](CN(C)C(=O)Nc1cccc(F)c1)O2	-13	-1	0	-6	-11	0	4
CCOc1cc(C)c(-c2onc(C(F)(F)F)c2-c2csc(C)n2)c(O)c1	22	4	1	3	.	3	-2
O=C(c1cccnc1)N1CC(=O)N2[C@H](CO)[C@@H](c3ccc(-c4ccccc4F)cc3)[C@H]2C1	-7	.	.	5	7	-2	2
CC(=O)Oc1ccc(N(C(C)=O)S(=O)(=O)c2ccc(C)cc2C)c2ccccc12	2	0	-10	-20	15	-2	-1
O=C(c1ccc2c(c1)OCO2)N1CC[C@@H]2[C@H]1c1cc(-c3ccc(F)cc3)ccc1N[C@@H]2CO	-12	2	-12	-1	-12	3	16
C[C@@H]1CCCCO[C@H](CN(C)C(=O)c2ccccc2)[C@@H](C)CN([C@H](C)CO)C(=O)c2cc(NC(=O)Nc3ccc(F)cc3)ccc2O1	-17	-1	4	-5	8	1	32*

Sorted by molar mass (highest first): some entries from above.
SMILES	LGR2 inh	CASP6 VEID inh	ARNT TACC3 PPI	EWS-Fli block	PAX8 inh HTS	SIRT5 block	DENV2 CPE rescue
C[C@@H]1CCCCO[C@H](CN(C)C(=O)c2ccccc2)[C@@H](C)CN([C@H](C)CO)C(=O)c2cc(NC(=O)Nc3ccc(F)cc3)ccc2O1	-17	-1	4	-5	8	1	32*
O=C(c1cccnc1)N1CC(=O)N2[C@H](CO)[C@@H](c3ccc(-c4ccccc4F)cc3)[C@H]2C1	-7	.	.	5	7	-2	2
CCOc1cc(C)c(-c2onc(C(F)(F)F)c2-c2csc(C)n2)c(O)c1	22	4	1	3	.	3	-2
O=c1cc(-c2ccccc2)oc2cc(O)ccc12	-81	-4	-2	-72	.	0	-12

(more compounds)
SMILES	LGR2 inh	CASP6 VEID inh	ARNT TACC3 PPI	EWS-Fli block	PAX8 inh HTS	SIRT5 block	DENV2 CPE rescue
COC(=O)[C@]12CCCCC=C1N(Cc1ccccc1)C(=O)[C@H](CC(=O)NCc1ccccc1)C2	11	-4	.	-8	14	0	-6
CC(=O)/C(=N\Nc1ccccc1)Sc1nnc(-c2ccccc2)n1-c1ccccc1	0	.	-5	.	4	.	.
CN1c2ccc(-c3cccc(F)c3)cc2[C@@H]2[C@@H](CCN2C(=O)c2ccc3c(c2)OCO3)[C@@H]1CO	12	-2	20	2	24	8	13
C/C=C/c1ccc([C@@H]2[C@@H](CNC(=O)C3CC3)N(C(=O)NCCC)[C@H]2CO)cc1	-10	.	-2	3	-25	.	.
Cc1noc(C)c1S(=O)(=O)Nc1ccc2c(c1)C(=O)N([C@@H](C)CO)C[C@@H](C)[C@@H](CN(C)C(=O)NC1CCCCC1)OCCCC[C@@H](C)O2	6	-1	0	-1	-18	4	0
Cc1ccc(C(=O)COC(=O)c2cn3ccccc3n2)cc1	-34	2	0	6	-68	1	-11
CC(C)NC(=O)N1CCCCN2[C@H](CO)[C@H](c3ccc(C#Cc4ccccc4F)cc3)[C@H]2C1	4	1	4	3	10	1	-25
CCOC(=O)N(C)C[C@@H]1OCc2ccccc2-c2ccccc2C(=O)N([C@H](C)CO)C[C@H]1C	6	-2	6	-7	.	-7	-4
Cc1ccc(Cn2nnc3c(=O)n(CC(=O)N4CCN(c5ccccc5)CC4)cnc32)cc1	10	2	0	7	.	-2	-1
C[C@H](CO)N1C[C@H](C)[C@H](CN(C)Cc2ccncc2)Oc2cc(C3=CCCC3)ccc2S1(=O)=O	-7	1	10	-3	.	1	36*
COc1cccc(NC(=O)Nc2ccc3c(c2)C(=O)N(C)C[C@H](OC)[C@H](C)CN[C@@H](C)CO3)c1	1	-2	2	-17	-5	5	-14
C[C@H](CO)N1C[C@H](C)[C@@H](CN(C)C(=O)Cc2ccccc2)Oc2ncc(C#CC3(O)CCCC3)cc2C1=O	-5	1	1	1	6	-2	-2
COc1cccc(-c2nc(CS(=O)(=O)CC(=O)NCCc3ccc(C)cc3)c(C)o2)c1	11	-2	9	9	-8	-1	14
O=C(CNC(=O)c1ccc(Br)o1)NNC(=O)c1ccccc1	1	8	.	2	-19	-2	-3
COc1ccc(OC)c2[nH]c(=O)c(CCNC(=S)NC(C)(C)C)cc12	-3	1	.	-25	6	2	-5
Cc1nn(C)c(C)c1NS(=O)(=O)c1ccc(OC(F)(F)F)cc1	-3	0	-1	13	2	-2	4
COc1ccccc1N1CCN(/N=C/c2cc(OC)c(O)c(OC)c2)CC1	5	0	7	-14	-6	-5	-9
CN(C)/C=N/c1nc2nccc(-c3ccc(Cl)cc3)n2n1	.	4	-9	-15	17	-10	-2
Cc1cnccc1NC(=O)c1cccs1	8	-3	-7	4	22	-1	-1
Cc1ccc(C)c(OCC(=O)Nc2cc(C)on2)c1	-37	-3	-2	0	-85	-6	5
CCN(C(=O)CSc1nc2ccccc2c(=O)n1C(C)COC)C1CCS(=O)(=O)C1 (configuration not stated)	-2	-1	-3	-2	19	-3	-7
CO[C@H]1CN(C)C(=O)c2cc(NC(C)=O)ccc2OC[C@@H](C)N(Cc2cccnc2)C[C@H]1C	0	.	11	-3	-12	.	.
CC(C)NC(=O)N(C)C[C@H]1Oc2ccc(NC(=O)Nc3cccc4ccccc34)cc2CC(=O)N([C@H](C)CO)C[C@@H]1C	-4	2	-1	4	8	1	9
NS(=O)(=O)c1ccc(CCNC(=O)CN2CCN(c3cccc(Cl)c3)CC2)cc1	27	1	1	9	22	-1	8
COc1cccc(NC(=S)NC(=O)c2cccnc2)c1	-27	-1	-3	-16	-17	1	19
O=C(O)C(Cc1ccccc1)NC(=O)C(Cc1ccccc1)NC(=O)C12CC3CC(CC(C3)C1)C2 (configuration not stated)	.	-6	.	4	4	2	-2
COc1ccc(CCC(=O)N(C)CC(=O)Nc2ccc(N3CCOCC3)cc2)cc1	-4	2	0	3	20	-2	-3
O=C(CCN1C(=O)C2CC=CCC2C1=O)OCC(=O)c1ccc(F)cc1 (configuration not stated)	-4	4	9	2	-4	-3	3
O=C(c1cnccn1)N1CC(=O)N2[C@H](CO)[C@@H](c3ccc(C#CC4CCCCC4)cc3)[C@@H]2C1	-12	0	.	-5	-1	-4	0
COc1ccc(NC2CCCN(C(=O)c3ccc(OC)cc3OC)C2)cc1 (configuration not stated)	10	7	13	.	.	0	-2
Nc1ccc(C(=O)NC2CCSc3ccccc32)cc1[N+](=O)[O-] (configuration not stated)	-29	-3	14	.	.	-2	1
O=C(N[C@@H]1CC[C@H](CCn2cc(C3(O)CCCC3)nn2)O[C@@H]1CO)C1CCCC1	3	-1	-8	5	12	12	4
CCC(C)c1ccccc1N1CC(C(=O)N2CCN(S(=O)(=O)c3ccccc3Br)CC2)CC1=O (configuration not stated)	-9	-117	-2	11	0	-3	9
COc1cccc(N2CCN(C(=O)C3CCCN(c4ncnc5c4nc4n5CCCCC4)C3)CC2)c1 (configuration not stated)	5	-1	15	.	33	4	0
CC1(C)CC(=O)C=C(Nc2ccc(Br)cc2F)C1	2	-2	3	-1	-18	1	2
COCCNC(=O)CNC(=S)N(Cc1ccccc1)Cc1cccnc1	4	.	-4	.	-4	.	.
COc1ccc(CNC(=O)C2CCN(S(=O)(=O)c3cccc(C(F)(F)F)c3)CC2)cc1	-10	3	35	2	-6	-4	0
CCc1ccc(OCC(=O)N/N=C(\C)c2ccc3c(c2)OCCO3)cc1	-11	.	-5	.	0	.	.
CCCCCCn1c(=O)n2n(c1=O)C[C@]1(OC(=O)NCc3ccccc3F)CN(S(=O)(=O)c3ccc(C)cc3)C[C@]1(O)C2	-10	2	.	5	1	.	16
Cc1ccc(C(=O)c2nc(C(=O)NCCO)nc3ccccc23)cc1	-3	5	2	-2	15	-1	-4
Nc1[nH]c(C(=O)c2ccccc2)c(-c2ccc(Cl)cc2Cl)c1C(=O)c1ccc(Br)cc1	9	-5	.	-4	-2	-3	8
CC[C@H](C)[C@H](NC(N)=O)C(=O)Nc1ccc(C)cc1	-17	-2	0	-10	-4	-2	1
CCS(=O)(=O)Nc1cccc(-c2cn3c(n2)SCC3)c1	7	-6	7	.	9	8	0
Cc1ccc(-c2csc3nc(CSc4nnc(-c5ccc(Cl)cc5)n4C)[nH]c(=O)c23)cc1	7	.	1	.	2	.	.
COc1ccccc1N1CC(C(=O)OCC(=O)c2c(N)n(C)c(=O)n(C)c2=O)CC1=O (configuration not stated)	-3	0	.	2	1	.	?
O=S(=O)(c1ccccc1)N1[C@H](CO)[C@H]2c3ccccc3NC[C@H]21	3	3	3	-11	2	0	-5
COc1ccc(CC(=O)N/N=C/C=C/c2cccc([N+](=O)[O-])c2)cc1OC	-19	-4	.	-10	-2	3	-2
O=C1Nc2ccccc2-n2nnnc2C1N1CCN(C(=O)c2ccco2)CC1 (configuration not stated)	-18	-1	.	7	7	-3	3

Source: PubChem BioAssay

An unsorted share of the library; about 4.9% have a hit in one of these screens.
